Rev-erbA mod: Rev-erb alpha (human) modulation | P20393 | Rev-erbα–FITC-DNA binding, fluorescence polarization, 90 min | activity, % at 10 µM | 370,000 tested, 0.79% active | AID 1259318;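 active means activity above about 14%, limit read from the data; passing the limit was not always enough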;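 further: 0% = DMSO wells with 35 nM protein and 100% = DMSO wells with 750 nM protein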
HTRA1 inh: HTRA1 (human) protease inhibition; AID 504803; Q92743; 340,000 tested, 0.5% active; recombinant HTRA1, FP-rhodamine activity-based probe, fluorescence polarization; inhibition, % at 5.96 µM; in the data active means inhibition above about 36%;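 further: 0% = enzyme with DMSO and 100% = wells lacking enzyme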
Target sequence (Q92743 whole entry, looked up): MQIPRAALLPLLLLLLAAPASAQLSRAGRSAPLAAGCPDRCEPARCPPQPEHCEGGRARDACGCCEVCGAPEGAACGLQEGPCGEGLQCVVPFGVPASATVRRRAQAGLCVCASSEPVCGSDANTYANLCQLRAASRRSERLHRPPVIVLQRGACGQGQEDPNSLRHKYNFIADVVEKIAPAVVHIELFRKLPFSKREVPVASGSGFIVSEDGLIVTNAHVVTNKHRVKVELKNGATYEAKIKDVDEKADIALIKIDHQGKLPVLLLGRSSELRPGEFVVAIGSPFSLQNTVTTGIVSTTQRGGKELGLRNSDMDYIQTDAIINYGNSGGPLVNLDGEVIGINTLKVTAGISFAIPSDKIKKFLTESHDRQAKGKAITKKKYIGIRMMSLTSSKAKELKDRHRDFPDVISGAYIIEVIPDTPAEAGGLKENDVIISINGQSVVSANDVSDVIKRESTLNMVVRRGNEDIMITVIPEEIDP
NPR2 activator: GC-B (human) receptor activation. P20594. HEK293-GC-B cells, CNP EC30, cGMP TR-FRET; 0% at EC30 CNP, 100% saturating CNP. activation, % at 10 µM. 370,000 tested, 0.11% active;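 active means activation at 10 µM reaching about 35% in either raw or pattern-adjusted values, limit read from the data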
GC-A act: GC-A (human) enzyme activation; HEK293 GC-A cells, cGMP TR-FRET, EC30 ANP; 0% at EC30 ANP, 100% saturating ANP; 370,000 tested, 0.14% active; activation, % at 10 µM; P16066; in the data active means activation above about 40%
SMARCA2 activ: activators of SMARCA2 function | 370,000 tested, 1% active | activation, % at 9.1 µM | MG213 cells, MMTV-luciferase reporter, dexamethasone, overnight | AID 652017; in the data active means activation above about 7.8%;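 further: 0% = vehicle wells and 100% = reference activator wells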
PG9 binder: binds the HIV-1 gp120 antibody PG9 | TR-FRET gp120-PG9 antibody binding | inhibition, % at 6.7 µM | 360,000 tested, 0.43% active; in the data active means inhibition above about 8.5%
ASAP1 inh: ASAP1 ArfGAP inhibition. AID 624377. Q9ULH1. 360,000 tested, 0.19% active. ASAP1-stimulated ARF1 GTP hydrolysis, GDP FP detection. inhibition, % at 16.5 µM; in the data active means inhibition above about 25%;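 further: 0% = vehicle with enzyme and substrate and 100% = no enzyme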
ARFGAP1 inhibitor: inhibitors of rat ARFGAP1 | AID 651572 | Arfgap1-stimulated ARF1 GTP hydrolysis, GDP FP detection | Q62848 | 360,000 tested, 0.26% active | inhibition, % at 16.5 µM;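 active means inhibition above a per-plate limit, mean inhibition of low control wells plus 3 SD, cut at about 25% in these data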;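 further: 0% = DMSO wells with enzyme and 100% = wells lacking Arfgap1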
Target sequence (Q62848 1-136 limits assumed): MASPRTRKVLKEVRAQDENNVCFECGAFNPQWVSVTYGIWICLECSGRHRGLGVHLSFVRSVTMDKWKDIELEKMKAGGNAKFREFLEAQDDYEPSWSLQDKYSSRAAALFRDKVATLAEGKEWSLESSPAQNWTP
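Assay system: purified rat His6-Arfgap1 residues 1-136 (GAP domain); Reagent: human Δ17 ARF1 bound to GTP; Dosing: 16.5 µM single point, 1.26% DMSO; Times: GTP hydrolysis reaction 2 h at 25 °C; Signal: FP, GDP Alexa 633 tracer displaced from anti-GDP antibody, 620/688 nm; Measure: % inhibition from polarization.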
ABHD4 inh: inhibits mouse alpha/beta hydrolase domain 4 | inhibition, % at 8.92 µM | purified mABHD4, FP-Rh probe fluorescence polarization | AID 720543 | Q8VD66 | 370,000 tested, 0.54% active;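 active means inhibition exceeding the mean over every tested compound plus 3 SD, cut at about 30% in these data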;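 further: 0% = plate median of compound wells and 100% = S159A mutant with DMSO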
Target sequence (Q8VD66 whole entry, looked up, the tested form may be a part): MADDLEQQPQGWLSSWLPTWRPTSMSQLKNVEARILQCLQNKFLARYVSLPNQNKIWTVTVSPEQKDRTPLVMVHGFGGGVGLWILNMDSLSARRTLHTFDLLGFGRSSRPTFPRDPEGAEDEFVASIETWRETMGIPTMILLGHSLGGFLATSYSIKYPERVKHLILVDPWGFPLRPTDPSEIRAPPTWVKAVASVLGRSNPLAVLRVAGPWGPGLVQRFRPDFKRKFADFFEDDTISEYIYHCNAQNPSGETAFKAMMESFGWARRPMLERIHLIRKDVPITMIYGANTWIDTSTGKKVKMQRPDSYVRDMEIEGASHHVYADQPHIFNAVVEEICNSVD
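Assay system: mouse ABHD4 enzyme, wild type / Also added: fluorescent activity-based probe FP-Rh / Doses: single nominal dose of 8.92 µM, 0.89% DMSO final / Timing: 45 min compound pre-incubation plus 60 min probe step, 25 °C / Signal: FP readout, ex 525 nm / em 598 nm / Control set: S159A mutant/DMSO as 100%, compound-well median as 0%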
rCAG RNA binder: molecules binding r(CAG) RNA repeats; r(CAG) RNA repeat, TO-PRO-1 dye displacement fluorescence; inhibition, % at 3 µM; 370,000 tested, 1.3% active;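 active means inhibition above the plate cutoff, the mean of all test compounds on that plate plus 3 SD, cut at about 35% in these data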;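 further: 0% = DMSO alone and 100% = 100 µM mitoxantrone as full dye displacement; higher means more dye released from RNA so lower well fluorescence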
Active calls of the source: *; x = no result given; & = joins results of further samples.

Each structure is followed by: Rev-erbA mod	HTRA1 inh	NPR2 activator	GC-A act	SMARCA2 activ	PG9 binder	ASAP1 inh	ARFGAP1 inhibitor	ABHD4 inh	rCAG RNA binder
CSc1ccccc1C(=O)C1CCCN(Cc2c(C)n(C)n(-c3ccccc3)c2=O)C1 (stereo unspecified)
→ 0	-2	2	2	1	-0.3	6	-9	-4	-5
c1ccc2c(NC3C4CC5CC(C4)CC3C5)nc(N3CCOCC3)nc2c1 (stereo unspecified)
→ 5	-20	-4	3	6	-1.1	13	9	11	-4
C/C(=N\NC(N)=O)c1ccccc1
→ 3	4	-4	2	-1	-0.1	2	7	4	-2
COC(=O)c1c(NC(=S)Nc2ccc(F)cc2[N+](=O)[O-])sc2c1CCCCC2
→ 1	5	-2	1	-1	-0.9	-11	1	-4	5
CCc1ccc2c(c1)C(NC(C)=O)C(=O)N2CCN1CCOCC1 (stereo unspecified)
→ 5	8	2	2	-4	-0.1	-8	-9	13	-4
Cc1cc(=O)[nH]c(COc2ccccc2)n1
→ -3	-3	-3	0	-1	0.9	6	-5	-4	-4
O=C(O)c1c(NC(=O)N(CCO)Cc2ccccc2)sc2c1CCCC2
→ -6	4	0	1	-2	3.4	-2	8	5	9
CCOC(=O)C1C(C(=O)OCC)C(C)(C)C1N(C)C (stereo unspecified)
→ 5	2	4	1	-4	0.1	8	14	-2	3
C(=C\c1ccccc1)/CN1CCN(C(CCc2ccccc2)c2nnnn2-c2ccc3c(c2)OCCO3)CC1 (stereo unspecified)
→ -3	x	-2	6	-2	-2.0	0	5	5	8
O=C(O)CCCCCNCc1ccncc1
→ -4	4	0	-3	x	x	x	x	x	x
Cc1cccc(C(C(N)=O)c2ncc(C(F)(F)F)cc2Cl)c1 (stereo unspecified)
→ -5	5	0	-1	-1	-1.9	-9	-3	3	-4
Cc1cccc(/C=N/NC(=O)c2ccc(Br)cc2)c1
→ 4	-11	-1	0	5	-1.3	7	12	-4	3
CCN(CC)c1ccc(SS(=O)(=O)O)cc1
→ 3&-3	-4&0	1&10	1&0	1&-3	-2.2&-2.7	6&-12	-1&-8	2&7	4&-1
Cc1ccc(Cn2nc(C)c(NC(=O)CSc3n[nH]c(C)c3[N+](=O)[O-])c2C)cc1
→ -5	0	-4	-7	5	-2.5	1	-7	2	2
C/C(=N\NC(=O)c1ccccc1[N+](=O)[O-])c1c(O)cc(C)oc1=O
→ 4	8	0	3	1	-3.7	-5	-12	4	3
Cc1cccc(C)c1NC(=O)C1CCN(S(C)(=O)=O)CC1
→ -1	7	5	2	0	1.5	-17	2	-1	-3
COc1cccc2cc(C(=O)NCc3ccccc3Br)c(=O)oc12
→ 18	2	-2	7	0	0.5	2	-6	3	-2
O=C(OCCN1C(=O)c2cccc3c(N4CCOCC4)ccc(c23)C1=O)c1ccc(Cl)cc1
→ 79*	0	9	18	3	-0.9	0	10	2	-4
COc1cc(C(=S)N2CCOCC2)ccc1OS(=O)(=O)c1ccccc1[N+](=O)[O-]
→ -1	4	3	-5	5	-0.4	-12	16	0	6
CCOC(=O)C1=C(C)NC(SC)=C(C#N)C1CC(C)C (stereo unspecified)
→ 5	-15	-4	-3	-1	-3.3	-2	-2	-8	-5
Nc1c(Cl)ncnc1N/N=C/c1ccncc1
→ 5	x	-6	-2	-3	-1.1	13	6	7	0
COCCCNC(=S)Nc1ccc2c(c1)OCCO2
→ 4	0	-1	2	4	-1.0	-15	-1	1	0
CN(C(=O)C1CC1)C1CCS(=O)(=O)C1 (stereo unspecified)
→ 2	-2	0	1	0	1.2	3	-7	0	-4
CN(Cc1cnn(-c2ccc(F)cc2)c1)Cc1nc(Cc2ccccc2)no1
→ 5	2	-3	5	-2	-0.3	0	-6	3	-8
COc1ccccc1-n1ccnc(SCC(=O)NC2CCCC2)c1=O
→ 0	1	-3	2	0	-0.1	10	-2	-2	-5
O=C(COc1cc(Cl)ccc1Cl)N1CCNC1=O
→ 0	-1	4	6	0	-1.1	-6	-19	0	1
COc1ccc(OC)c(C(O)c2ncc(-c3ccccc3OC)[nH]2)c1 (stereo unspecified)
→ -4	x	-2	1	-2	-0.1	10	2	2	4
CC(C)(C)c1cc(-c2nc(N)nc(N)n2)cc(C(C)(C)C)c1
→ -2	4	-1	-4	-2	0.3	0	-6	-1	-4
C[C@H](O)[C@@H]1CN2CCc3c([nH]c4cccc(-c5ccccc5)c34)[C@@H]2C[C@@H]1N(C)CC1CCCCC1
→ 14	x	0	2	1	x	x	x	-2	6
Cc1cnccc1CN(C)Cc1nc(Cc2ccccc2Cl)no1
→ -3	-9	2	-1	-4	0.6	-18	-4	-2	-4
C[C@@H]1ON(C)[C@H]2C[C@H]3c4cc(-c5cccc(F)c5)ccc4CCN3C(=O)[C@@H]12
→ 0	2	0	0	-5	3.1	16	-6	1	5
COc1cccc2cc(C(=O)C3=C(O)C(=O)N(CCN4CCOCC4)C3c3cccc(Cl)c3)oc12 (stereo unspecified)
→ 4	-12	-9	-11	-2	18*	15	-3	2	23
CCSC1=NCCN1S(=O)(=O)c1ccc2ccccc2c1
→ 2	-4	2	4	-2	-1.1	-1	3	-17	-4
Cc1nn(-c2ncc(C(F)(F)F)cc2Cl)c(=O)n1-c1ccc(F)cc1
→ -3	3	-2	-4	1	0.6	-6	4	-8	-1
CC1(C)CC(=O)C=C(NCc2ccc(C(=O)O)cc2)C1
→ 4	-1	0	2	0	-1.0	7	2	7	-1
Cc1cc(S(=O)(=O)NC(=O)[C@H]2O[C@@H](n3ccc(=O)[nH]c3=O)[C@H](O)[C@@H]2O)ccc1Br
→ 2	x	-6	3	-3	-0.9	-4	-12	7	5
Cc1ccc(CN2CCN(Cc3cccc(-n4cccn4)c3)CC2CCO)cc1 (stereo unspecified)
→ -4	-4	-4	1	-3	-2.6	1	9	-7	-4
CCN(CC)C(=O)n1c(Cc2ccccc2)nc2ccccc21
→ -1	-2	1	-8	0	0.4	-7	7	7	-6
N=C1/C(=C\c2ccc(SCc3ccccc3)o2)C(=O)N=C2SC=NN12
→ 2	-6	4	3	0	-1.4	-10	-5	3	29
COC(=O)c1cc(=O)n(Cc2cccs2)c(=Nc2ccc(F)cc2)s1
→ -1	-27	-8	-4	-2	2.6	-6	7	-4	4
CC(C#N)(Cc1ccccc1)Nc1ccccc1 (stereo unspecified)
→ -9	3	-2	0	10*	0.3	6	8	-4	3
COc1ccc(CC(=O)N[C@@H]2c3cc(OC)c(OC)cc3C[C@H]2OCc2ccccc2)cc1
→ 2	-7	0	-2	1	0.1	-1	0	2	1
Cc1ccc(C(=O)N/N=C2\CCSC2)cc1[N+](=O)[O-]
→ -5	3	1	-4	-4	-1.0	-3	-6	3	6
CCCCN1C(=O)C2C3C=CC(C2C1=O)C1C2C(=O)N(CCCC)C(=O)C2C31 (stereo unspecified)
→ 1	1	3	1	-2	2.1	-9	1	-2	-5
O=[N+]([O-])c1ccc(O)c(C2=NNC(c3ccccc3F)C2)c1 (stereo unspecified)
→ -1	-3	4	9	-3	-1.3	-8	-1	12	21
Cc1cccc(C(=O)NC(=S)N2CCc3ccccc3C2)c1
→ 2	-7	2	-1	-3	1.4	4	6	2	1
Cn1c(=O)c(=O)n(C)c2cc(S(=O)(=O)N3CCCCCC3)ccc21
→ 5	1	1	5	-5	0.1	13	-4	2	-2
COc1ccccc1N1CCN(C(=O)c2cc(-c3ccc(C)cc3)on2)CC1
→ 1	-20	1	3	-5	-2.0	13	10	-6	-6
Cc1ccc(CSCCNC(=O)CSCc2ccc([N+](=O)[O-])cc2)cc1
→ -1	-11	-1	-3	-2	1.4	-6	-11	-1	-1
CCN(CC(=O)Nc1ccc(NC(C)=O)cc1)C(=O)c1ccc(N2CCC(C)CC2)c([N+](=O)[O-])c1
→ -3	-6	-2	-2	-1	-0.2	-2	0	-3	1
CCSc1ncc(/C=N/Nc2ccccc2)n1C
→ 4	4	-4	0	4	-4.1	2	0	7	2
O=C(Nc1cc(C(=O)N2CCCC2)ccc1N1CCCC1)C1CC1
→ 6	-2	10	-5	-1	0.7	4	-15	-2	1
COc1ccc(C2NC(=O)CCC2[N+](=O)[O-])cc1 (stereo unspecified)
→ -2	8	4	-3	0	3.0	6	-3	-3	5
CC(Cc1cccs1)N(Cc1ccc(Cl)cc1)C(=O)c1ccncc1 (stereo unspecified)
→ 4	12	-6	-13	-3	0.8	6	2	2	-1
CCCC1Cc2c(sc(N)c2C#N)CO1 (stereo unspecified)
→ -6	-1	0	3	2	-0.3	-4	3	5	2
COc1ccc(N2C(=O)CCC(C(C)=O)=C2C)cc1
→ -1	1	6	-4	-1	-0.7	7	-1	1	-2
COc1ccccc1OCc1nc2ccccc2s1
→ x	-9	x	x	3	1.6	-11	3	-5	1
O=[N+]([O-])c1ccccc1N=Nc1ccc(O)cc1
→ 9	5	-3	6	4	-2.6	-4	-10	10	5
O=C(COc1ccc(-c2nnco2)cc1)N1CCOCC1
→ 1	6	-4	-2	6	0.5	11	-9	-2	1
COc1ccc(OCCN(C)Cc2c(O)ccc3ccccc23)cc1
→ -2	3	-2	-2	-3	-1.8	-2	2	-3	3

Single records, from the list above. Order of values: Rev-erbA mod, HTRA1 inh, NPR2 activator, GC-A act, SMARCA2 activ, PG9 binder, ASAP1 inh, ARFGAP1 inhibitor, ABHD4 inh, rCAG RNA binder
C[C@H](O)[C@@H]1CN2CCc3c([nH]c4cccc(-c5ccccc5)c34)[C@@H]2C[C@@H]1N(C)CC1CCCCC1 is listed as 14, x, 0, 2, 1, x, x, x, -2, 6
CCOC(=O)C1C(C(=O)OCC)C(C)(C)C1N(C)C (stereo unspecified) is listed as 5, 2, 4, 1, -4, 0.1, 8, 14, -2, 3

Next results.
Each structure is followed by: Rev-erbA mod	HTRA1 inh	NPR2 activator	GC-A act	SMARCA2 activ	PG9 binder	ASAP1 inh	ARFGAP1 inhibitor	ABHD4 inh	rCAG RNA binder
CN(Cc1cc2ccccc2[nH]c1=O)C(=O)COc1ccccc1
→ -1	2	0	0	-5	-0.6	10	0	11	2
Oc1ccc(/C=N/n2c(-c3ccco3)csc2=Nc2cccnc2)c(O)c1
→ 0	8	-8	-1	-3	-4.3	12	1	21	18
Cc1nn(Cc2c(F)c(F)c(F)c(F)c2F)c(C)c1NC(=O)c1ccc(COc2ccc(Cl)cc2Cl)o1
→ -3	-50	-2	1	-5	-1.4	-1	8	-19	0
Cc1nc(Nc2cc(F)ccc2C)c2nnn(Cc3ccccc3)c2n1
→ 6	-16	-1	1	-1	-0.9	-6	13	-2	-2
NC(=O)c1nsc(C(=O)N(CC(=O)NC2CCCCC2)c2ccc(Cl)cc2)c1N
→ 9	-4	-8	-19	3	0.2	-5	8	-3	6
COc1cc(OC)c(NS(=O)(=O)c2cn(C)cn2)cc1Cl
→ 6	7	1	0	1	-2.3	0	-7	-2	-1
O=C(Nc1ccnn1C1CCN(Cc2cccc(OCCO)c2)CC1)C1CCCC1
→ 2	7	1	-3	2	-4.4	-5	3	2	-3
O=C(Cc1ccc([N+](=O)[O-])cc1)N1CCCCCC1
→ -1	2	1	1	1	-1.4	-1	2	-1	-2

Looked up above.
Rev-erbA mod with O=C(Cc1ccc([N+](=O)[O-])cc1)N1CCCCCC1 stands at -1
ASAP1 inh with NC(=O)c1nsc(C(=O)N(CC(=O)NC2CCCCC2)c2ccc(Cl)cc2)c1N stands at -5
ASAP1 inh with COc1cc(OC)c(NS(=O)(=O)c2cn(C)cn2)cc1Cl stands at 0

Assay outcomes (PubChem BioAssay)
